Compound activity: PubChem BioAssay, National Center for Advancing Translational Sciences (NCATS)
POLB inh: blocks human DNA polymerase beta activity; hit rate 1.3% among 340,000; Potency, µM (doses to about 114 µM), without a hit: at the highest dose activity change, negative = inhibition, hits mostly inhibitors; Pol beta primer extension/strand displacement, fluorescence kinetic; AID 485314; note: potency is the fitted concentration of half-maximal effect; % is set by controls: 0 for no effect and ±100 for the full control effect
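Human Pol beta at 10 nM; strand-displacement substrate 50 nM final. Compound exposure 15 min at room temperature before start, reaction 10 min at room temperature.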
LDHA inh: blocks human lactate dehydrogenase A. P00338. purified LDHA, NADH/diaphorase-resazurin fluorescence; active compounds read low. activity change, % (values are at about 110 or 230 µM). hit rate 0.15% among 480,000; in the data active = activity change below about -30%; inconclusive = mostly about -25% to -30%;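 note: plate controls were DMSO wells for no effect and wells without enzyme for full effect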
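Human LDH5 (2 nM) was incubated with 0.06 mM NADH and 0.2 mM pyruvate for 5 min at room temperature in Tris pH 7.4. Remaining NADH was coupled through diaphorase/resazurin, and resorufin fluorescence was read at 0 and 20 min.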
APE1 inh: APE1 (human) endonuclease inhibition | P27695 | recombinant APE1, TAMRA/BHQ-2 abasic DNA cleavage fluorescence | Potency, µM (series often up to 65.8 µM), inactives show at the top dose activity change, negative = inhibition, hits mostly inhibitors | hit rate 0.35% among 350,000 | AID 2517;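 note: potency is the fitted concentration of half-maximal effect; plate controls were vehicle for no effect and reference inhibitor for full effect; nearly all actives have a fitted effect of over 55% in size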
Target sequence (P27695 whole entry, looked up): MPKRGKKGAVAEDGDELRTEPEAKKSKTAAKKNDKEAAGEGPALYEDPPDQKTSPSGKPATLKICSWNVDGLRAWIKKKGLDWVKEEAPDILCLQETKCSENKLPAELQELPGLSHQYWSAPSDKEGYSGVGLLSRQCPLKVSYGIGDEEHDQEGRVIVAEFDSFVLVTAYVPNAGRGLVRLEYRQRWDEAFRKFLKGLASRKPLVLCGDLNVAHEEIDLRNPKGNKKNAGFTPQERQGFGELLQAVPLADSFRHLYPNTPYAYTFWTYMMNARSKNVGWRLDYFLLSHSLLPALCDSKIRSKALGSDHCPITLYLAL
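APE1 at 0.75 nM final was preincubated with compound 15 min at room temperature, then 50 nM double-stranded THF abasic-site substrate (5'-TAMRA/3'-BHQ-2) was added. Fluorescence (ex 525/em 598 nm) was read kinetically; third-minus-first read gave activity.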
Pol eta inh: DNA polymerase eta (human) inhibition; hit rate 1.2% among 390,000; Q9Y253; recombinant Pol eta, fluorescent DNA replication assay; Potency, µM (top dose mostly 114 µM), for the others: at the highest dose activity change, negative = inhibition, actives largely listed as inhibitors; note: potency is the fitted concentration of half-maximal effect; % is set by controls: 0 for no effect and ±100 for the full control effect
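Pol eta (10 nM) was preincubated with compounds for 15 min at room temperature, after which fluorescent replication substrate (50 nM final) was added to start the reaction. Fluorescence was read kinetically at 0 and 10 min.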
RGS4 inh: human RGS4 inhibition. P49798. Transcreener GDP fluorescence polarization, RGS4-accelerated GTP hydrolysis. Potency, µM (highest dose often 114 µM), for the others: top-dose activity change, negative = inhibition, most hits filed as inhibitors. hit rate 0.039% among 390,000; note: potency is the fitted concentration of half-maximal effect; % is set by controls: 0 for no effect and ±100 for the full control effect; nearly all actives have a fitted effect of over 75% in size; some results filed as inactive show a strong effect at the top dose
Target sequence (P49798 whole entry, looked up): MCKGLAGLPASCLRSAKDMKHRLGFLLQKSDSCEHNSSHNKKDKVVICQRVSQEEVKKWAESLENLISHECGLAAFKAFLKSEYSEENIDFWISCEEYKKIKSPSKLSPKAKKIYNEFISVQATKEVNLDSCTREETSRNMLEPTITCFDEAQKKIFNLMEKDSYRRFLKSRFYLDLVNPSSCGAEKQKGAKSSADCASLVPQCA
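MLSMR compounds (23 nl, pin-transferred) preincubated 10 min at room temperature with a 500nM (2x) first reagent, then RGS4 at 900nM (2x) plus Transcreener GDP mix added; fluorescence polarization (620/688 nm) read before and after 90 min at 30 °C.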
POLK inh: blocks human DNA polymerase kappa activity; Q9UBT6; purified Pol kappa, fluorescent DNA synthesis assay, 10 min; Potency, µM (series often up to 107 µM), inactives show at the highest dose activity, negative = inhibition, actives largely listed as inhibitors; hit rate 0.53% among 400,000; AID 588579; note: potency is the fitted concentration of half-maximal effect; % is set by controls: 0 for no effect and ±100 for the full control effect
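Activity was followed as the change in fluorescence between reads at 0 and 10 min after starting the reaction with 50 nM substrate. Beforehand, 10 nM polymerase had been preincubated with compound for 15 min at room temperature.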
ERG Ets-DNA blk: inhibitors of human ERG Ets domain-DNA interaction; hit rate 0.028% among 370,000; fluorescence polarization, His-ERG Ets domain / labelled DNA; Potency, µM (titrated, usually from 76.9 µM), for inactives: at the top dose FP activity, negative = inhibition, most hits filed as inhibitors; active = well fitted inhibition curve with a large enough effect in the polarisation, with a control signal flat; inconclusive = small, poorly fitted or top-dose-only effect, or effect the other way, or a change in a side signal; inactive = no such curve, though single readings can be large or run the other way; the % refers to the polarisation;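 note: polarization taken with two DNA probes labelled with fluorescein and Texas red; potency is the fitted concentration of half-maximal effect; % of control where 0% means no effect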
Target sequence (P11308 whole entry, looked up, the tested form may be a part): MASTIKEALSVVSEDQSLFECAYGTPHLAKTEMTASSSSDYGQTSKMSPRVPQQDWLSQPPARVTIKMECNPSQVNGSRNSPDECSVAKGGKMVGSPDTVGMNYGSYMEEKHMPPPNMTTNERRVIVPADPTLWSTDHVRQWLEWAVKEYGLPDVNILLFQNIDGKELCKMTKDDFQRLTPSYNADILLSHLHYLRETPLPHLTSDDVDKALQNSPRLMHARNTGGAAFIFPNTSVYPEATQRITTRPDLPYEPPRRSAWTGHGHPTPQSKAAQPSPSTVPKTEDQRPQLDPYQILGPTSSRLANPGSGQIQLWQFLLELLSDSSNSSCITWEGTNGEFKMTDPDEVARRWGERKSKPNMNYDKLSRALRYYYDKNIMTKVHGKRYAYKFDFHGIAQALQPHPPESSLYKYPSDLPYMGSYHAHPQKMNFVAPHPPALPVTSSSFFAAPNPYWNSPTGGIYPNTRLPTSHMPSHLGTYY
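His-tagged ERG Ets domain (1 uM in the protein solution; 300mM KCl, 50mM Tris-HCl, 1mM EDTA, 1mM DTT, pH 7.5) received compound, then a probe mix of 5 nM fluorescein-DNA and 100nM Texas-615-DNA. Fluorescence polarization was read for both dyes.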
ALOX12 inh: blocks human arachidonate 12S-lipoxygenase; hit rate 1.1% among 580,000; P18054; purified 12hLO, xylenol orange hydroperoxide absorbance; Potency, µM (highest dose often 108 µM), inactives show at the highest dose activity change, negative = inhibition, hits mostly inhibitors; note: potency is the fitted concentration of half-maximal effect; % is set by controls: 0 for no effect and ±100 for the full control effect
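Purified human 12hLO (150 nM final) in 25 mM Hepes, 0.01% Triton X-100, pH 7.0 was preincubated 15 min at room temperature with compound. Then 40 uM arachidonic acid was added, 30 min. Hydroperoxide was read by Fe-XO absorbance ratio 573/405 nm.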
Anesthetic bind: binds horse apoferritin like a general anesthetic; P02791; apoferritin/1-aminoanthracene competitive binding, fluorescence; AID 485281; Potency, µM (doses to about 77.5 µM), inactives show top-dose activity change, negative = displacement, actives largely listed as inhibitors; hit rate 0.074% among 350,000; note: potency is the fitted concentration of half-maximal effect; % is set by controls: 0 for no effect and ±100 for the full control effect; nearly all actives have a fitted effect of over 20% in size
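10 uM apoferritin + 50% sat. 1-AMA, PBS; cpd 10 min RT; Ex380/Em535 endpoint; normalized to free probe vs complex; 4-param Hill fit; propofol titration as pos. ctrl.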
Active calls of the source: *; ? = inconclusive; / = no result given; & = joins results of further samples; [ ] = another dose, or the depositor's remark. Unless noted, calls come from the whole dose curve; as a rule, active = well fitted curve in the direction sought with a large enough effect; inconclusive = small, poorly fitted or top-dose-only effect, or another doubt; inactive = no such curve, though single readings can be large; an effect the other way counts as inactive or inconclusive.

| molecule | Anesthetic bind | ERG Ets-DNA blk | POLK inh | LDHA inh | ALOX12 inh | APE1 inh | RGS4 inh | POLB inh | Pol eta inh |
| --- | --- | --- | --- | --- | --- | --- | --- | --- | --- |
| COc1ccc(CC(=O)OC2CCCN(C)C2)cc1 (centres undefined) | -6% | 5% | -7% | -8 | -20% | 1% | -2% | 3% | -8% |
| Cc1csc(=O)n1CC(=O)OC(C)C(=O)Nc1ccc(F)c(F)c1F (centres undefined) | / | -3% | 6% | 2 | -5% | 39%[activator] | -15% | / | -12% |
| CCOc1cc(-c2sc(Nc3cc(C)ccc3OC)n[n+]2-c2ccccc2)ccc1OC | / | 3% | -17% | -3 | ? | 9% | -26% | / | -10% |
| N#Cc1c2c(c(NCc3ccco3)n3c1nc1ccccc13)CCC2 | 73%[activator] | 7% | -18% | 6 | 16% | -1% | -18%[11.4 µM] | 14% | ? |
| Cc1cc(C)c(N(Cc2ccccc2)S(=O)(=O)c2ccc(OCCNC(=O)c3cc4ccccc4o3)cc2)c(C(=O)NO)c1 | -14% | / | -7%[60.1 µM] | / | 227%[activator] | -10% | / | / | / |
| Cc1ccc(OCC(=O)Nc2ccc(N3CCN(C(=O)c4ccco4)CC3)cc2)cc1C | -3% | -6% | -11% | -5 | -3% | 7% | -9% | 1% | -22% |
| CCCCCCCCCCCCN1[C@@H](CC(C)=O)c2cc(F)ccc2S1(=O)=O | / | -7% | 2% | 2 | ? | / | -18% | / | -18% |
| COC(=O)Cc1[nH]nc2c1C(c1cc(OC)c(OC)c(OC)c1)C(C#N)=C(N)O2 (centres undefined) | -10% | 4% | -4% | -2 | 0% | 4% | -6%[56.9 µM] | ? | -8% |
| O=C(CSc1nnc2ccc(-c3ccccn3)nn12)NCC1CCCO1 (centres undefined) | -5% | -4% | -8% | -7 | 10% | -2% | 35%[11.4 µM] | 1% | 43%[activator] |
| COc1ccccc1NC(=O)CCN1C(=O)C2CC=CCC2C1=O (centres undefined) | -12% | -5% | -12% | -5 | -5% | 9% | 0% | 1% | -10% |
| C#CCOCCOCCOCCNc1nc(N2CCN(C(=O)[C@H](CO)n3cc([C@@H](N)C(C)C)nn3)CC2)nc(N2CCN(C(=O)[C@H](CCCCN)n3cc([C@@H](N)[C@H](C)CC)nn3)CC2)n1 | / | 0% | 22% | 2 | -3% | -6% | 2% | / | -7% |
| CCCCn1c(N)c(N(CCOC)C(=O)CSc2ccccc2C)c(=O)[nH]c1=O | / | -3% | -4% | -3 | -6% | 12% | -2% | / | -13% |
| COc1ccc(N=CC2=C(O)c3ccccc3C2=O)c(OC)c1 | -21% | 10% | -9% | 4 | 47%[activator] | -5% | 8% | -6% | -1% |
| CCOc1ccc(C(=O)OCC(=O)NC2CCCC2)cc1OCC | -13% | 0% | -3% | -4 | ? | -13% | 13% | 5% | -2% |
| CCCCOc1nc2ccccc2nc1C(C#N)S(=O)(=O)c1ccccc1 (centres undefined) | -3% | / | -10% | -1 | ? | 1% | -12% | -22% | -12% |
| CN(C)/C=C/C(=O)c1cc(N2CCOCC2)ccc1[N+](=O)[O-] | -16% | -4% | -1% | 2 | 5% | -2% | -4% | -1% | -25% |
| COc1ccc(C(=S)N2CCCCCC2)cc1 | -22% | -11% | 0% | -3 | ? | -2% | ? | 14% | 9% |
| Cc1ccc2occ(C(c3nnnn3Cc3ccccc3)N3CCOCC3)c(=O)c2c1 (centres undefined) | -21% | -3% | -3% | -3 | 3% | 0% | 6% | 18% | -16% |
| Cc1ccc(Cn2ccc(C3CC3)n2)cc1 | ? | -2% | -10% | -7 | 0% | 1% | 21% | -7% | -15% |
| CN(C(=O)C1CCN(S(=O)(=O)c2ccccc2[N+](=O)[O-])CC1)C1CCCCC1 | / | 9% | 3% | 1 | -1% | -11% | -22% | / | -16% |
| Cc1ccc(-c2nc3ncccn3c2Nc2ccccc2C)o1 | -15% | 2% | 9% | 0 | -27% | 1% | ? | 33% | -17% |
| Cc1cccc(C)c1NC(=O)C(c1ccc(Cl)cc1Cl)N1CCCCC1 (centres undefined) | -5% | 2% | -14% | 0 | 0% | 14% | 15% | 14% | -4% |
| Cc1cccc(-n2ncc(C(=O)N3CCN(c4ccc(C)cc4C)CC3)c2C2CCN(C(=O)OC(C)(C)C)CC2)c1 | 3% | -1% | 1% | 2 | -14% | / | -19% | 1% | -22% |
| CC(C)(C)OC(=O)NCCCCCNC(=O)c1[nH]cnc1C(=O)Nc1ccccc1 | / | -4% | 3% | 0 | 7% | -3% | -5% | / | -13% |
| CCOc1ccc(NC(=O)CCC(=O)N/N=C/c2ccc([N+](=O)[O-])s2)cc1 | -9% | 3% | -5% | 11 | 5% | -3% | -35% | -2%[57.1 µM] | -5% |
| CCc1cccc(C)c1NC(=O)CSc1n[nH]c(-c2ccccc2)n1 | -10% | 4% | -8%[60.1 µM] | -8 | -20% | / | 7% | -1% | -19% |
| O=C(Nc1cccc(S(=O)(=O)N2CCCCC2)c1)c1cc2ccccc2o1 | / | -5% | -18% | -6 | ? | 20% | -14% | / | -17% |
| Cc1cc(Br)ccc1SCC(=O)NCC(c1ccco1)N1CCCCC1 (centres undefined) | / | -17% | -12% | -3 | ? | 15% | 2% | / | -12% |
| CCn1c(=O)n(CC)c2cc(N3CCCC3)c(NC(=O)c3ccccc3)cc21 | -4% | 2% | 1% | 4 | 6% | 25% | -32% | -13% | -11% |
| O=C(c1nc(-c2ccccc2)n(-c2ccccc2)n1)N1CCN(S(=O)(=O)c2ccccc2)CC1 | 6% | -15% | -3% | -3 | 0% | -12% | -34% | -16% | 3% |
| O=C(O)C1CCC(NSc2ccccc2[N+](=O)[O-])CC1 (centres undefined) | 2% | 11% | 7% | -6 | 9% | 1% | -22% | -1% | 3% |
| CCCCOc1ccc(C(=O)N/C(=C/C=C/c2ccccc2)C(=O)NC)cc1 | ? | 2% | -11%[60.1 µM] | -2 | -17% | 2% | 6% | -27% | -4% |
| CCOC(=O)C1CCCN(c2c(NCCN3CCCCC3C)c(=O)c2=O)C1 (centres undefined) | 8% | -9% | -8% | -3 | ? | -6% | 20% | 1% | -14% |
| CCC1CCCCN1CCCNC(=O)Cn1ncc2c([nH]c3ccc(C)cc32)c1=O (centres undefined) | -8% | 5% | 2% | -4 | / | -9% | -8% | 4% | -8% |
| Cc1cccc(NC(=O)c2cc(-c3cc(C)ccc3O)n[nH]2)c1 | 6% | -6% | -14% | 0 | 12% | -7% | -20% | 12% | -14% |
| COc1cccc(-n2cc(-c3ccc(F)cc3)[nH]c2=S)c1 | 3% | -9% | -13% | -12 | 22µM* | -18% | -29% | 40% | -20% |
| O=C(Nc1ccc(N2CCOCC2)c([N+](=O)[O-])c1)c1ccco1 | -15% | -4% | -11% | -5 | -16% | -10% | 22% | 18% | 1% |
| CCOc1cccc(-c2nnc3n2N=C(c2cc(OC)ccc2OC)CS3)c1 | -24% | 3% | 0% | -16 | 0% | -1% | 21% | 4% | -6% |
| CCOc1cc(NS(=O)(=O)c2ccc(OC)cc2)c(OCC)cc1NC(=O)c1ccco1 | 1% | 3% | -3% | 18 | ? | -1% | -43% | 8% | -9% |
| COc1cc([N+](=O)[O-])ccc1NC(=O)C[n+]1cccc(C(C)=O)c1 | -5% | -12% | -4% | -5 | ? | ? | ? | 9% | -15% |
| Cc1cccc(NC(=O)CSc2nc3c([nH]c4ccccc43)c(=O)n2C)c1 | -9%&-1% | -16%&0% | 6% | -7&-15 | 2%&-13% | -4% | -9%&6% | -2%&62% | -1%&-6% |
| CCCCCCn1c(SCC(=O)Nc2cc(C)on2)nc2ccccc2c1=O | -2% | -3% | -3% | -5 | 0% | -16% | 1% | -9% | -6% |
| COc1ccc(NC(=O)C2(c3cccs3)CCOCC2)cc1Cl | ? | 3% | 1%[60.1 µM] | -1 | -33% | / | -7% | -1% | -17% |
| COc1ccc(N2CCN(CC(=O)Nc3cc(C)cc(C)c3)CC2)cc1 | -15% | 1% | -5% | -1 | 21% | 27% | 21% | 19% | -5% |
| CCOc1ccc(/C(CCC(=O)O)=N/NC(=O)c2cccc(S(=O)(=O)Nc3ccccc3OC)c2)cc1 | / | -1% | 2% | 8 | 11% | 37% | -4% | / | -19% |
| COc1ccc(CN2CN(C3CCCC3)CSC2=S)cc1 | -9% | -4% | -1% | -8 | -5% | 1% | -10% | 23% | -4% |
| CCOc1ccccc1NC(=O)Cn1nnc(C(=O)Nc2ccccc2Cl)c1N | -23% | 19% | -22% | 1 | 20% | -8% | -22% | -1% | 1% |
| COc1ccc(C2=C(C(C)=O)Sc3nnc(-c4ccccc4)n3N2C(C)=O)cc1 | -8% | -1% | -5%[60.1 µM] | -9 | 1% | / | 16% | 39% | -7% |
| Cc1ccc2c(c1C)NC(=O)CC(c1ccccc1O)=N2 | -11% | -8% | -13% | -7 | 8% | 4% | 6% | 33% | -3% |
| COc1ccc(-c2nnc(SCC(=O)c3cccs3)o2)c(OC)c1 | ? | 1% | -5% | -10 | -6% | -4% | 15% | 18% | -3% |
| O=C(Nc1ccc(F)c(Cl)c1)Nc1csc2ccccc12 | -6% | 10% | -5% | -12 | ? | -4% | -17% | 0% | -9% |
| CCOc1cc(/C=N\NC(=O)Cn2nnc3ccccc32)ccc1O | -14% | 5% | 0% | 2 | ? | 1% | -5% | -1% | -14% |
| COC(=O)c1oc2ccc(Cl)cc2c1NC(C)=O | -9% | -9% | -14% | -1 | -17% | -1% | 19%[11.4 µM] | -2% | -8% |

The list is partial (hit frequency here may not be typical).
